Compound activity (PubChem BioAssay)
PPARg SRC-3 ag = agonists of human PPARgamma SRC-3 coactivator recruitment | activation, % at 8 µM | biochemical PPARgamma/SRC-3 coactivator recruitment assay | P37231 | actives 0.26% (n = 200,000) | AID 731; in the data active = activation above about 23%;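 also: 0% = DMSO and 100% = reference agonist; some compounds past the cut are filed as inactive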
Target sequence (P37231 whole entry, looked up): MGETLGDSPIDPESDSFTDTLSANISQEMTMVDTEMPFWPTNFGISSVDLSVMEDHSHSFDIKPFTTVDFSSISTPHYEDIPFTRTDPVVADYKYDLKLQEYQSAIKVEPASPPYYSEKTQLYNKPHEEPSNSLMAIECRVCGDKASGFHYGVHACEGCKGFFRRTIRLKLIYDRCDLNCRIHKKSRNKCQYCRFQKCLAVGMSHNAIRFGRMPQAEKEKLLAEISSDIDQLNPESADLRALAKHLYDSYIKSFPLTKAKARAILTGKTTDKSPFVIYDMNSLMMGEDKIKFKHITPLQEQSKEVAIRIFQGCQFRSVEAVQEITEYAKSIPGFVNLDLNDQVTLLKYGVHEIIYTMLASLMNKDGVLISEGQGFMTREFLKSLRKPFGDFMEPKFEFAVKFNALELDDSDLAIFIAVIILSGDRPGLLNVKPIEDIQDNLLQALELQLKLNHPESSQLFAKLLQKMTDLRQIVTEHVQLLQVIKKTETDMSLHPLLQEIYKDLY
bIAP inh = intestinal alkaline phosphatase (bovine) inhibition | inhibition, % at 20 µM | 190,000 tested, under 10 active | purified bovine IAP, CDP-star luminescence, 30 min;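 active = over 50% inhibition of intestinal alkaline phosphatase at 20 µM in the single-dose screen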
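System: Purified bovine intestinal alkaline phosphatase (IAP) enzyme | Input: IAP diluted 1/65,000,000 in the well | Also added: CDP-star chemiluminescent phosphatase substrate, 30 µM final | Dosing: 20 µM single dose | Times: Enzyme reaction for 30 min at room temperature | Detection: Luminescence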
PPARg SRC-2 ag = promotes SRC-2 coactivator recruitment by human PPARgamma. P37231. PPARgamma LBD-SRC-2 recruitment, biochemical. activation, % at 8 µM. actives 0.34% (n = 200,000). AID 1032; in the data active = activation above about 22%;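 also: 0% = vehicle and 100% = reference agonist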
TNAP inh no acc = blocks human TNAP activity with no phosphate acceptor present | P05186 | purified TNAP, CDP-star luminescence, 30 min | inhibition, % at 20 µM | actives 0.26% (n = 200,000);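 active = tissue-nonspecific alkaline phosphatase inhibition above about 50% at 20 µM in the single-dose screen, limit read from the data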;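 also: 0% = DMSO negative control and 100% = EDTA positive control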
Target sequence (P05186 whole entry, looked up): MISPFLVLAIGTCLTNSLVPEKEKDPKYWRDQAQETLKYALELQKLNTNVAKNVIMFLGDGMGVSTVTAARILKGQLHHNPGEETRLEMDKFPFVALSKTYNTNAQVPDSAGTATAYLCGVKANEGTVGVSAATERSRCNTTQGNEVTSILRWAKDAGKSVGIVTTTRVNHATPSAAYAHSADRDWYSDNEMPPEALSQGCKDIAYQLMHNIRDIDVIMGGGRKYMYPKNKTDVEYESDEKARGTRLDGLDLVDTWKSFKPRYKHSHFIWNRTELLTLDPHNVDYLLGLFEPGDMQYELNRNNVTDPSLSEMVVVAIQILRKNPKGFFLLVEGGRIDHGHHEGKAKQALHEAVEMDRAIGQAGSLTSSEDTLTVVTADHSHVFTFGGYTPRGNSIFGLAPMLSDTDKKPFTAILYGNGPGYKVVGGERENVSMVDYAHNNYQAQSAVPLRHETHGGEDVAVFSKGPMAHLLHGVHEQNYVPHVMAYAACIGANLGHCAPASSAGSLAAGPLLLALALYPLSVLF
HMGR II inh = blocks class II HMG-CoA reductase of Enterococcus faecalis | purified E. faecalis HMGR, NADPH absorbance 340 nm kinetic | inhibition, % at 10 µM | actives 0.41% (n = 190,000) | AID 1066;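 active = inhibition above a set limit, the median over all tested compounds plus 3 SD, cut at about 9.5% in these data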;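 also: enzyme runs in reverse so mevalonate oxidation gives rising NADPH absorbance; 0% = complete reaction with DMSO and 100% = background rate lacking mevalonate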
TNAP act hi DEA = TNAP (human) activation, high acceptor; purified TNAP, CDP-star luminescence, 1 M DEA, 30 min; stronger effect = higher value; 0 = EDTA background, 1 = DMSO-only activity; activation factor at 20 µM; 200,000 tested, under 10 active;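 active = activation factor at least 2 at 20 µM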
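system = human TNAP | amount = enzyme diluted 1/800 final | reagent = 100 µM CDP-star substrate | signal = luminescent substrate turnover signal | dosing = one dose, 20 µM | benchmarks = EDTA negative control, DMSO positive control | measure = activation factor | timing = 30 min reaction, room temperature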
PPARg SRC-1 ag = promotes SRC-1 coactivator recruitment by human PPARgamma; P37231; PPARgamma-SRC-1 coactivator recruitment biochemical assay; activation, % at 8 µM; actives 0.41% (n = 200,000); AID 631; in the data active = activation above about 19%;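 also: 0% = DMSO and 100% = reference agonist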
bIAP activator = increases bovine intestinal alkaline phosphatase activity; purified bovine IAP, CDP-star luminescence, 30 min; stronger effect = higher value; fold of DMSO-control signal, blank-subtracted; activation factor at 20 µM; actives 0.17% (n = 200,000);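 active = activation factor of 2 or more at 20 µM, a signal rise over negative controls twice the positive control's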
TR-FRET SRC-2 ct = counter-screen for PPARgamma SRC-2 recruitment agonists: TR-FRET artefact | stronger effect = higher value | TR-FRET ratio at 8 µM | actives 0.4% (n = 200,000) | AID 1049; in the data active = TR-FRET ratio above about 2000; also: inactives centre near 1500
TNAP inh hi DEA = blocks human TNAP under high phosphate acceptor concentration; P05186; purified TNAP, CDP-star luminescence, 1 M DEA; inhibition, % at 20 µM; actives 0.03% (n = 200,000); AID 1135;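 active = over 50% inhibition of tissue-nonspecific alkaline phosphatase at 20 µM in the single-dose screen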;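 also: plate controls were DMSO wells for no effect and EDTA-quenched wells as full inhibition for full effect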
Numbers without * were called inactive; x = no result given.

SMILES | PPARg SRC-3 ag | bIAP inh | PPARg SRC-2 ag | TNAP inh no acc | HMGR II inh | TNAP act hi DEA | PPARg SRC-1 ag | bIAP activator | TR-FRET SRC-2 ct | TNAP inh hi DEA
CCOC(=O)C1(Cc2cccc(OC)c2)CCN(Cc2ccc(OC)c(OC)c2)CC1 | 2 | -3 | 2 | -6 | -5 | 1 | 2 | 1 | 1666 | -4
COc1ccc(O)c(C=Nc2cc(NC(C)=O)c(Cl)cc2Cl)c1 | -2 | -1 | -8 | -3 | -4 | 0.9 | -3 | 1 | 1352 | 5
COC(=O)C1=C(C)Nc2ncnn2C1c1ccc(C)o1 (stereo not given) | 6 | 8 | 5 | 7 | 0 | 1 | 2 | 0.9 | 1670 | 0
Cc1cc(NN)nc(NS(=O)(=O)c2ccccc2)n1 | 2 | 3 | -5 | 50* | 2 | 1.1 | -9 | 1 | 1291 | -6
CCN1C(=O)CC(Sc2ccccc2C(=O)O)C1=O (stereo not given) | 4 | 10 | 12 | -1 | -5 | 1 | 1 | 0.9 | 1405 | -1
O=C(O)CSC12CC3CC(C1)CC(C(=O)O)(C3)C2 | x | -4 | x | -13 | x | 1 | x | 1 | x | -4
Cc1ccc(Sc2cnc3ccccc3n2)cc1 | -3 | 20 | 0 | -6 | 1 | 1 | -1 | 0.8 | 1428 | -2
CC(=O)c1cccc(NC(=O)c2cc(Cl)sc2Cl)c1 | -3 | 12 | 5 | -9 | -6 | 1 | 7 | 0.9 | 1570 | -1
C=CCn1c(COc2ccccc2)nnc1SCC(=O)N/N=C/c1ccc(C)cc1 | -3 | 4 | 4 | -4 | -7 | 1 | 0 | 1 | 1449 | 3
O=C(Cn1c(-c2ccccc2)c[n+]2ccsc12)c1ccc(Br)cc1 | -2 | -13 | 4 | 5 | -5 | 1 | 8 | 1.1 | 1576 | -4
Cc1onc(-c2c(F)cccc2Cl)c1C(=O)NCc1ccccn1 | 0 | 0 | 4 | -11 | 0 | 1.1 | 5 | 1 | 1589 | -6
Cc1ccc(C)c(S(=O)(=O)NCc2ccc(C(=O)N3CC(C)OC(C)C3)cc2)c1 (stereo not given) | 13 | -1 | 13 | -3 | 5 | 1 | 1 | 1 | 1367 | 0
CS(=O)(=O)N1CCN(c2ccccc2NC(=O)c2ccc(Br)o2)CC1 | -7 | 2 | -4 | -5 | -2 | 1 | -2 | 1 | 1447 | -2
COc1ccc(/C=N/c2nc3ccccc3n2CCN2CCCCC2)cc1OC | -3 | 9 | 5 | -6 | -7 | 1.1 | 3 | 0.9 | 1508 | -8
O=C(Cc1ccccc1)NCC(=O)OCC(=O)c1cccs1 | 1 | 3 | -15 | -8 | -6 | 1 | -2 | 1 | 1475 | 0
CCn1c(SCC(=O)NCc2ccco2)nnc1C(C)C | 0 | -4 | 1 | -10 | -6 | 1 | -1 | 1 | 1564 | -4
CCCCOc1ccc(Cc2n[nH]c(=S)n2N)cc1 | 4 | 10 | 0 | 18 | -4 | 1 | 5 | 0.9 | 1698 | 1
CCN(CC)S(=O)(=O)c1ccc(C(=O)NCCCn2ccnc2)cc1 | 2 | -4 | 1 | -16 | -7 | 1 | 6 | 1 | 1758 | -3
CCOC(=O)C1(Cc2ccccc2C(F)(F)F)CCN(C(C)CCn2cccn2)CC1 (stereo not given) | 1 | -2 | 5 | -2 | 0 | 1 | 4 | 1 | 1674 | 2
O=C(NNC(=O)C1CCCO1)c1ccc(Br)cc1 (stereo not given) | 1 | 4 | -3 | -45 | -4 | 1 | 0 | 1 | 1504 | -2
CCCCNC(=O)CCCn1c(=O)c2ccccc2n(CC(=O)NCCC2=CCCCC2)c1=O | 0 | -4 | 4 | -8 | 2 | 1 | -7 | 1 | 1686 | -1
COc1ccc(S(=O)(=O)Nc2ccc3c(c2)OCO3)cc1Cl | 0 | 15 | 0 | -13 | 1 | 1 | 2 | 0.9 | 1746 | -4
CCn1c(-c2ccccc2O)n[nH]c1=S | -4 | -1 | -5 | 18 | -2 | 1.1 | -3 | 1 | 1512 | -5
O=C(CSc1nnc(-c2ccccc2)n1Cc1ccco1)Nc1ccc2c(c1)OCCO2 | -5 | 1 | -4 | -9 | -6 | 1 | -1 | 1 | 1415 | -2
CC1=NN(C(C#N)c2ccccc2O)C(C)(C)C1 (stereo not given) | 0 | 2 | 1 | -4 | -4 | 1.1 | 0 | 1 | 1662 | -5

Going on with the list.
SMILES | PPARg SRC-3 ag | bIAP inh | PPARg SRC-2 ag | TNAP inh no acc | HMGR II inh | TNAP act hi DEA | PPARg SRC-1 ag | bIAP activator | TR-FRET SRC-2 ct | TNAP inh hi DEA
NNC(=S)Nc1ccc(Cl)cc1 | -3 | 18 | 5 | -22 | -1 | 1 | 6 | 0.8 | 1740 | -5
Cc1ccc(C)c(-n2c(-c3cccnc3)n[nH]c2=S)c1 | 2 | 17 | 3 | 1 | -5 | 1 | 0 | 0.8 | 1304 | -3
O=C(NC1CC1)c1cccc(Br)c1 | -1 | -4 | -2 | -5 | 1 | 1 | 0 | 1 | 1425 | -1
COc1ccc(CNC(=O)C2CCN(S(=O)(=O)c3c(C)n[nH]c3C)CC2)cc1 | 8 | -9 | 1 | 47 | 9 | 1.1 | 2 | 1.1 | 1614 | -5
COc1ccc(-n2nc(C(=O)O)c3ccccc3c2=O)c(OC)c1 | 2 | 6 | -1 | -14 | -1 | 1.1 | -2 | 0.9 | 1507 | -5
Cc1ccc(-c2onc3ccc(C4(C)OCCO4)cc23)cc1 | 7 | 6 | 10 | -7 | -1 | 1 | 5 | 0.9 | 1645 | -2
CCOc1ccc(OCC)c(NC(=O)CSc2nnnn2CC)c1 | 3 | 5 | -9 | -10 | -6 | 1 | -9 | 1 | 1510 | -3
O=S(=O)(Nc1cccc2ncccc12)c1cccs1 | 1 | -21 | 0 | 5 | -3 | 1 | -1 | 1.2 | 1367 | -5
COC(=O)c1ccc2c(=O)[nH]c(CSc3nc(-c4ccc(F)cc4)cs3)nc2c1 | 1 | 0 | -2 | -10 | -7 | 1.1 | 6 | 1 | 1445 | -6
C=CCNC(=S)N/N=C/c1cccc([N+](=O)[O-])c1 | 0 | -16 | -1 | -7 | -4 | 1 | 0 | 1.2 | 1549 | 0
CCN(CCCc1ccccc1)CCCc1ccccc1 | 7 | 1 | -2 | -12 | -8 | 1 | 12 | 1 | 1493 | -4
COc1ccc(OCC(O)CN(CCO)CC(O)Cn2ccc3ccccc32)cc1 (stereo not given) | 1 | 8 | -5 | -15 | -4 | 1 | 8 | 0.9 | 1513 | -1
COc1ccccc1NS(=O)(=O)c1cc(NC(=S)NCCN2CCOCC2)ccc1N1CCOCC1 | 2 | 1 | 4 | -10 | -4 | 1 | 3 | 1 | 1554 | -3
CCC(NC(=O)CCl)c1ccc(C)cc1 (stereo not given) | 4 | 0 | -2 | -14 | -9 | 1 | 4 | 1 | 1589 | -3
COc1ccccc1-c1ccc(SCC(=O)N2CCOCC2)nn1 | -7 | -6 | 0 | -12 | -7 | 1 | -6 | 1.1 | 1680 | -2
Cc1c(Br)c([N+](=O)[O-])nn1CCCC(=O)N1CCN(c2ccccc2)CC1 | 4 | 4 | 8 | -10 | -10 | 1 | 0 | 1 | 1618 | -3
N#Cc1ccc(CSc2nnc(-c3cnccn3)o2)cc1 | -12 | 10 | -10 | -10 | -10 | 1 | 0 | 0.9 | 1480 | 0
Cc1nc(SCc2ccccc2)nc2c1CCC2 | 0 | -11 | -11 | -5 | 3 | 1 | 7 | 1.1 | 1357 | -3
COc1ccc(CCNc2ccc(N3C(=O)CC(C)C3=O)cc2[N+](=O)[O-])cc1OC (stereo not given) | 2 | 12 | -2 | 15 | -1 | 0.8 | 6 | 0.9 | 1629 | 19
O=C(Nc1cccc(-c2nnc(-c3ccco3)o2)c1)C(c1ccccc1)c1ccccc1 | 0 | -1 | 4 | -16 | 1 | 1.1 | 1 | 1 | 1557 | -5
Cc1nc(NC(=O)/C=C/c2ccc(C(C)(C)C)cc2)sc1C(=O)N(C)C | -2 | -15 | -3 | -6 | -3 | 1.1 | 2 | 1.2 | 1219 | -8
COC(=O)C1CCN(C(=O)c2sc3nc(-c4ccccc4)cn3c2C)CC1 | 10 | 11 | 9 | -28 | 2 | 1 | 0 | 0.9 | 1518 | -4
COCCN(Cc1cc2cc(C)ccc2n2nnnc12)C(=S)Nc1ccc(C)cc1 | -1 | 3 | -3 | 3 | 2 | 1 | 3 | 1 | 1513 | -2
COc1ccc(-c2c3c([nH]c(=S)c2C#N)CCC3)cc1 | 108* | 8 | 86* | 1 | 0 | 1 | 64* | 0.9 | 4167* | 1
CC1(C)CC(=O)C(C=NCCN2CCN(C3CC(=O)N(c4ccc(F)cc4)C3=O)CC2)=C(O)C1 (stereo not given) | 5 | 4 | 9 | -2 | -6 | 1 | -4 | 1 | 1653 | -1

Single entries from above.
CCN(CCCc1ccccc1)CCCc1ccccc1 in TR-FRET SRC-2 ct = 1493
COc1ccccc1-c1ccc(SCC(=O)N2CCOCC2)nn1 in TNAP inh hi DEA = -2

Among those listed so far, 6 have a Cl atom:
SMILES | PPARg SRC-3 ag | bIAP inh | PPARg SRC-2 ag | TNAP inh no acc | HMGR II inh | TNAP act hi DEA | PPARg SRC-1 ag | bIAP activator | TR-FRET SRC-2 ct | TNAP inh hi DEA
COc1ccc(O)c(C=Nc2cc(NC(C)=O)c(Cl)cc2Cl)c1 | -2 | -1 | -8 | -3 | -4 | 0.9 | -3 | 1 | 1352 | 5
CC(=O)c1cccc(NC(=O)c2cc(Cl)sc2Cl)c1 | -3 | 12 | 5 | -9 | -6 | 1 | 7 | 0.9 | 1570 | -1
Cc1onc(-c2c(F)cccc2Cl)c1C(=O)NCc1ccccn1 | 0 | 0 | 4 | -11 | 0 | 1.1 | 5 | 1 | 1589 | -6
COc1ccc(S(=O)(=O)Nc2ccc3c(c2)OCO3)cc1Cl | 0 | 15 | 0 | -13 | 1 | 1 | 2 | 0.9 | 1746 | -4
NNC(=S)Nc1ccc(Cl)cc1 | -3 | 18 | 5 | -22 | -1 | 1 | 6 | 0.8 | 1740 | -5
CCC(NC(=O)CCl)c1ccc(C)cc1 (stereo not given) | 4 | 0 | -2 | -14 | -9 | 1 | 4 | 1 | 1589 | -3

Other results:
SMILES | PPARg SRC-3 ag | bIAP inh | PPARg SRC-2 ag | TNAP inh no acc | HMGR II inh | TNAP act hi DEA | PPARg SRC-1 ag | bIAP activator | TR-FRET SRC-2 ct | TNAP inh hi DEA
CCC(CC)c1nnc(NC(=O)c2cc(C(=O)OC)cc([N+](=O)[O-])c2)s1 | -1 | 8 | 3 | -11 | -2 | 1 | -6 | 0.9 | 1445 | 1
O=C(NN1CCCCC1)c1ccccc1 | 3 | -29 | -5 | -6 | -4 | 1 | -3 | 1.3 | 1437 | -1
CCOc1ccc(C(=O)CCc2nc3ccccc3s2)cc1 | -2 | 5 | 1 | -11 | -3 | 1.1 | 3 | 1 | 1542 | -8
O=C(NCc1ccc(F)cc1)c1c2c(nc3ccccc13)CCC2 | 4 | -11 | 6 | 3 | -6 | 1 | 15 | 1.1 | 1603 | -4
CC(C)n1c(-c2ccccc2)nc(=S)c2c1CCCC2 | 3 | 15 | 0 | -8 | -5 | 1 | 4 | 0.9 | 1622 | -3
COCCNC(=O)CN1C(=O)CC(C)(C)S(=O)(=O)c2ccccc21 | -7 | 6 | -6 | 11 | -3 | 1.1 | 5 | 0.9 | 1478 | -9
